Screening data (PubChem)
S1P4 antag = S1P4 receptor antagonists, primary screen, cell-based; Sphingosine 1-phosphate receptor 4 (Homo sapiens), O95977; S1P4-expressing cells, antagonist mode, reporter read-out; inhibition, % at 4.98 µM; 0.26% of 220,000 active; in the data active = inhibition above about 29%;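 note: 0% = wells stimulated with agonist and 100% = vehicle wells without agonist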
NPY-Y1 antag = NPY-Y1 receptor antagonists, primary screen, cell-based | HEK293-CNG Y1 cells, membrane potential fluorescence; NPY at EC95, then isoproterenol | inhibition, % at 3.6 µM | 1% of 200,000 active | AID 1040, 2008;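 active = inhibition above the campaign mean inhibition of all tested compounds plus 3 SD, cut at about 20% in these data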;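 note: 0% = DMSO wells given NPY plus isoproterenol and 100% = isoproterenol alone without NPY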
Target sequence (P25929 whole entry, looked up): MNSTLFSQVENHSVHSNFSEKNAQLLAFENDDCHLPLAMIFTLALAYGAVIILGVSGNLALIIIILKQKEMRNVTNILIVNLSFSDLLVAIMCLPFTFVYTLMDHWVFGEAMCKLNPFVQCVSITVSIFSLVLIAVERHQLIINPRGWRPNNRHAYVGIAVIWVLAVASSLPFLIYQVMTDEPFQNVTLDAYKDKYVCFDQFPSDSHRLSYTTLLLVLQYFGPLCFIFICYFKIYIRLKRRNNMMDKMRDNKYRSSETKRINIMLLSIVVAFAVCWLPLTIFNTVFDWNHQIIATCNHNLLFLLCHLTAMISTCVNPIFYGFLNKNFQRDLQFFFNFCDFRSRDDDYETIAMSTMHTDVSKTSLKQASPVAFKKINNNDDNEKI
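Test system: HEK293 cells co-expressing NPY Y1 receptor and cyclic-nucleotide gated channel; Also added: NPY (25 nM), isoproterenol (1 µM), Ro 20-1724 (25 µM); Compound dosing: one concentration, 3.6 µM, in 0.4% DMSO; Timing: dye 3 h, compound 60 min room temperature, stimulation 45 min; Technique: Membrane-potential fluorescent dye readout.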
TRPN1 ag = zebrafish TRPN1 channel agonists, primary screen, cell-based, HEK293, calcium fluorescence; transient receptor potential cation channel N1 (TRPN1/NompC), Danio rerio; HEK293 zebrafish TRPN1-YFP, Fluo-8 calcium fluorescence; 100% = response to 87 µM carbachol; activation, % at 3 µM; 0.18% of 220,000 active;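 active = activation above its plate's cutoff, the mean activation of test wells on that plate plus 3 SD, cut at about 19% in these data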;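 note: 0% = DMSO alone and 100% = 87 µM carbachol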
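Material – zebrafish TRPN1-YFP in HEK293 cells · Doses – 3 µM single point · Schedule – dye 1 h 37 °C plus 30 min RT · Signal – Fluo-8 calcium fluorescence, excitation 470-495 nm, emission 515-575 nm · Read-out – % activation versus carbachol response · Control set – carbachol high, DMSO low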
TRPML3 agonist = human TRPML3 channel agonists, primary screen, cell-based, HEK293 TRPML3-YFP, Fluo-8 calcium fluorescence, 3 µM; 100% = the carbachol control signal; Mucolipin-3 (Homo sapiens), Q8TDD5; 0.29% of 220,000 active; activation, % at 3 µM;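 active = activation above its plate's cutoff, the mean activation of the plate's test wells plus 3 SD, cut at about 12% in these data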;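 note: 0% = DMSO only wells and 100% = carbachol wells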
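Test system – HEK293 line with stable expression of human TRPML3-YFP channel · Control set – carbachol 87 µM final as high control (100%), DMSO as low control (0%) · Signal – Fluo-8 calcium dye fluorescence, ex 470-495, em 515-575 nm · Incubation – 1-h 37 °C dye load, 5-s basal, 120-s post-compound reads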
NPY-Y1 PAM-ag = NPY-Y1 receptor potentiators or agonists, primary screen, cell-based. NPY-Y1 expressing cells, potentiator/agonist activation. activation, % at 3.6 µM. 0.37% of 220,000 active; in the data active = activation above about 33%, passing the limit was not always enough;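 note: cells stimulated with NPY at EC10 then isoproterenol at EC100; 0% = low agonist plus stimulus and 100% = saturating agonist plus stimulus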
NPY-Y2 PAM-ag = NPY-Y2 potentiators or agonists, primary screen, cell-based; Neuropeptide Y receptor type 2 (Homo sapiens), P49146; 0.45% of 220,000 active; activation, % at 3.6 µM; cells expressing NPY-Y2, potentiator/agonist read-out; in the data active = activation above about 27%;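 note: cells stimulated with NPY near EC25 plus isoproterenol at EC100; 0% = vehicle plus submaximal agonist and 100% = vehicle plus saturating agonist; some results beyond the cut were filed as inactive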
Target sequence (P49146 whole entry, looked up): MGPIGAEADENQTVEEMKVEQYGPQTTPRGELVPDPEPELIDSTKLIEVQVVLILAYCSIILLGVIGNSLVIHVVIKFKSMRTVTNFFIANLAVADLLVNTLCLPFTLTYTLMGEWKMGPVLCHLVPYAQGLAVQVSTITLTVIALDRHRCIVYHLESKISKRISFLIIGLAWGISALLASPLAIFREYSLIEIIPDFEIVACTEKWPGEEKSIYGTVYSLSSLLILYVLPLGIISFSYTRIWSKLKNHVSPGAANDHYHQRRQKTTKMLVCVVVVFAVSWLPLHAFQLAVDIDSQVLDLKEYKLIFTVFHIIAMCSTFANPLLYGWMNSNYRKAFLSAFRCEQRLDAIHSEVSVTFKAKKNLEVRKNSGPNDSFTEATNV
EP2 mod = EP2 receptor modulators, cAMP readout, primary screen, cell-based, HTRF cAMP, PGE2 stimulation; induction, % at 25 µM; 0.83% of 260,000 active; EP2-expressing cells, cAMP HTRF FRET, PGE2 co-stimulation; Prostaglandin E2 receptor EP2 subtype (Homo sapiens), P43116;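 active = compounds whose cAMP rise, as percent of the full-agonist control response, exceeds 60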;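 note: rat C6 glioma line stably carrying human EP2 under a CMV promoter; the protocol text gives 20 µM as final concentration; 100% = response of wells given 1 µM PGE2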
CHOP inh = inhibitors of CHOP promoter induction, primary screen, cell-based, unfolded protein response, luciferase reporter; CHO-K1 CHOP-promoter luciferase, tunicamycin-induced, 15-18 h; inhibition, % at 10 µM; 3.8% of 220,000 active;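 active = compounds that reduced the stress-induced luciferase reporter signal by more than about 70% of percent inhibition, limit read from the data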;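 note: 0% = tunicamycin plus vehicle and 100% = wells without tunicamycin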
S1P4 agonist = S1P4 receptor agonists, primary screen, cell-based; Sphingosine 1-phosphate receptor 4 (Homo sapiens), O95977; S1P4-expressing cell line, agonist reporter assay; activation, % at 4.98 µM; 0.35% of 220,000 active; in the data active = activation above about 11%;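 note: 0% = DMSO vehicle and 100% = reference agonist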
Starred values were filed as active, the others as inactive; x = not tested or not shown; & = joins results of further samples.

SMILES	S1P4 antag	NPY-Y1 antag	TRPN1 ag	TRPML3 agonist	NPY-Y1 PAM-ag	NPY-Y2 PAM-ag	EP2 mod	CHOP inh	S1P4 agonist
Cc1ccc(S(=O)(=O)CC(=O)Nc2nc(-c3ccccc3)cs2)cc1	-6	13	-1.1	-1.0	-29	-28	-40	90*	-0.1
COc1ccc(C(=O)CN2C(=O)NC(C)(c3ccccc3)C2=O)cc1OC (stereo not drawn)	11	0	3.9	1.1	-12	-5	9	-7	-0.1
Cc1cc(C)c2c(=O)[nH]c(SCc3ccc([N+](=O)[O-])cc3)nc2n1	-2	2	1.0	1.1	-9	-6	15	5	3.8
CCCOc1ccc(C(C)=O)cc1CSCCC#N	-11	5	-0.3	-0.5	-20	-13	21	19	0.7
CCn1c(SCC(=O)Nc2ccc3[nH]c(=O)[nH]c3c2)nnc1-c1ccccc1	-9	x	1.9	1.2	7	-9	3	-23	1.4
COc1ccc(S(=O)(=O)N(C)c2ccc(C(=O)N3CCOCC3)cc2)cc1	-11	1	1.1	0.5	-16	19	0&4	42	-0.2
CCOc1ccc2c(c1)[N+](C)(C)C(C)(C)C=C2C	-25	3	0.5	0.6	10	9	16	-7	-0.6
COc1ccc(CCN2C(=O)c3[nH]nc(-c4ccccc4O)c3C2c2ccc(C)cc2)cc1OC (stereo not drawn)	6	-2	-1.2	-0.9	-55	0	2	75*	-0.8
COc1ccc(/C=C/C(=O)Nc2ccccc2Cl)cc1S(=O)(=O)N1CCOCC1	0	x	3.8	0.8	20	-4	-21	-14	0.8
CN(C)CCCNc1nc(N)c([N+](=O)[O-])c(NCCO)n1	-2	x	1.1	1.3	6	10	-6	3	0.5
O=C(NCc1ccccc1)c1cc[n+](CC(=O)c2cccs2)cc1	-5	x	0.2	0.2	11	2	3	1	0.0
CN(C)C(=O)c1cn(-c2ccccc2)nc1-c1cccc([N+](=O)[O-])c1	-6	-7	-0.3	1.2	-2	3	-21	10	1.0
CN(C)C(=O)CSc1nnc(CCNC(=O)OC(C)(C)C)o1	12	3	1.5	0.3	0	-13	10	31	-0.8
CC(CNC(=O)c1ccc(Br)o1)NC(=O)c1ccc(Br)o1 (stereo not drawn)	-3	2	-1.3	-0.5	11	8	41	-7	0.0
Cc1sc2ncnc(N3CCN(CCOc4ccc(Cl)cc4)CC3)c2c1C	-17	12	2.9	2.9	-90	6	-20	92*	2.2
Cc1cccc(-c2nnc(NC(=O)c3cccs3)s2)c1	6	3	-0.1	0.9	6	10	-20	55	-0.6
CC(C)N(Cc1cn(C)nc1-c1cccc(Cl)c1)CC1CCC(=O)N1 (stereo not drawn)	-10	-1	-0.4	0.5	0	2	35	16	-0.2
Cc1ccc(-c2nc(CS(=O)CC(=O)NCCN(CC(C)C)CC(C)C)c(C)o2)cc1 (stereo not drawn)	9	-1	-1.4	-0.1	-26	18	18	-11	0.6
CC(NC(=O)CSc1nc2sc3c(c2c(=O)n1-c1ccccc1)CCCC3)c1ccccc1 (stereo not drawn)	-13	5	-0.7	0.2	1	8	-5	24	-0.8
CCOc1cc(C(=O)OCC(=O)NC(C)c2ccccc2)ccc1OCC(=O)N1CCOCC1 (stereo not drawn)	-9	-2	1.2	0.8	5	9	20	-14	0.2
CC(C)N(Cc1nc(-c2ccccc2)no1)C(=O)CN1C(=O)c2ccccc2C1=O	-35	-2	-1.0	0.6	-15	2	-1	10	1.4
CCC(=O)N1CCc2cc(Br)cc(S(=O)(=O)Nc3c(C)n(C)n(-c4ccccc4)c3=O)c21	-1	0	1.1	1.4	2	-2	1	-3	-0.2
Cc1[nH]c2ccccc2c1Cc1nnc(SCCC#N)o1	-3	10	-0.2	0.0	-16	-9	16	31	-2.0
CN1C(=O)/C(=C\c2ccccc2)Sc2ccc(C(=O)N3CCN(c4ccccn4)CC3)cc21	-10	7	1.6	0.0	-35	-22	-24	2	-1.8
O=C(N/N=C/c1sc(=O)n(-c2ccccc2)c1Cl)c1ccncc1	-8	0	4.2	1.7	-1	-4	-3	16	-0.9

9 entries from above, set out differently:
canonical_smiles | S1P4 antag | NPY-Y1 antag | TRPN1 ag | TRPML3 agonist | NPY-Y1 PAM-ag | NPY-Y2 PAM-ag | EP2 mod | CHOP inh | S1P4 agonist
Cc1ccc(S(=O)(=O)CC(=O)Nc2nc(-c3ccccc3)cs2)cc1 | -6 | 13 | -1.1 | -1.0 | -29 | -28 | -40 | 90* | -0.1
COc1ccc(C(=O)CN2C(=O)NC(C)(c3ccccc3)C2=O)cc1OC (stereo not drawn) | 11 | 0 | 3.9 | 1.1 | -12 | -5 | 9 | -7 | -0.1
Cc1cc(C)c2c(=O)[nH]c(SCc3ccc([N+](=O)[O-])cc3)nc2n1 | -2 | 2 | 1.0 | 1.1 | -9 | -6 | 15 | 5 | 3.8
CCCOc1ccc(C(C)=O)cc1CSCCC#N | -11 | 5 | -0.3 | -0.5 | -20 | -13 | 21 | 19 | 0.7
CCn1c(SCC(=O)Nc2ccc3[nH]c(=O)[nH]c3c2)nnc1-c1ccccc1 | -9 | x | 1.9 | 1.2 | 7 | -9 | 3 | -23 | 1.4
COc1ccc(S(=O)(=O)N(C)c2ccc(C(=O)N3CCOCC3)cc2)cc1 | -11 | 1 | 1.1 | 0.5 | -16 | 19 | 0&4 | 42 | -0.2
CCOc1ccc2c(c1)[N+](C)(C)C(C)(C)C=C2C | -25 | 3 | 0.5 | 0.6 | 10 | 9 | 16 | -7 | -0.6
COc1ccc(CCN2C(=O)c3[nH]nc(-c4ccccc4O)c3C2c2ccc(C)cc2)cc1OC (stereo not drawn) | 6 | -2 | -1.2 | -0.9 | -55 | 0 | 2 | 75* | -0.8
COc1ccc(/C=C/C(=O)Nc2ccccc2Cl)cc1S(=O)(=O)N1CCOCC1 | 0 | x | 3.8 | 0.8 | 20 | -4 | -21 | -14 | 0.8

(further entries)
SMILES	S1P4 antag	NPY-Y1 antag	TRPN1 ag	TRPML3 agonist	NPY-Y1 PAM-ag	NPY-Y2 PAM-ag	EP2 mod	CHOP inh	S1P4 agonist
CCCCCC(=O)Nc1sc(C)c(C)c1C#N	-4	-2	-1.6	0.1	-17	-7	22	2	0.1
O=C1CC(C(=O)N(c2cccc(F)c2)C(C(=O)NC2CCCC2)c2ccccn2)CS1 (stereo not drawn)	-9	2	0.0	-0.5	-6	7	-7	-16	2.2
O=C(Nc1nncs1)c1ccc(Br)c(S(=O)(=O)N2CCCC2)c1	-7	-2	-0.6	0.5	-8	-6	-4	10	1.0
O=C(CCCN1C(=O)c2cccc3cccc(c23)C1=O)Nc1ccon1	-15	1	-0.3	0.5	-5	-6	-9	1	0.0
Cc1cc2cc(CNC(=S)Nc3ccc(OC(F)F)cc3)ccc2[nH]1	0	-4	0.6	0.6	1	22	-47	33	1.6
CCC(C)C1C(C#N)=C(N)Oc2n[nH]c(-c3ccccc3)c21 (stereo not drawn)	7	-3	0.8	-0.6	40*	24	-32	35	-2.3
CCCCN(CC)Cc1ccc(CNC(=O)Nc2ccc(Cl)cc2)o1	-1	5	0.2	0.7	-6	7	-34	3	-0.1
CCc1ccc2oc(-c3cc(N)cc(C)c3O)nc2c1	-1	-3	0.1	0.8	12	-3	14	x	-2.4
CCOC(=O)C(NCCCO)c1ccccc1 (stereo not drawn)	-3	-2	1.4	0.6	21	-11	30	7	-2.6
CC1CCN(c2nc(-c3cccnc3)nc3scc(-c4ccccc4)c23)CC1	-38	1	0.9	1.2	10	11	47	-1	-0.9
Cn1c(/C(C#N)=C/c2cccc(O)c2)nc2ccccc21	-13	13	-0.9	0.7	-11	-18	-46	-12	-0.2
CC(C)C[C@H](NC(=O)c1nc[nH]c1C(=O)N1CCN(C(=O)OC(C)(C)C)CC1)C(=O)OC(C)(C)C	8	-4	-1.7	0.0	2	-5	-7	-5	0.2
CCOC(=O)c1oc2cc(O)c(CC)cc2c(=O)c1-c1cscn1	5	1	0.4	-0.6	8	4	20	5	2.6
COC(=O)C1(C(C[N+](=O)[O-])c2ccc(C)cc2)C(=O)NCC1c1ccco1 (stereo not drawn)	-8	x	0.0	-0.6	-9	-12	20	7	-0.7
O=C(/C(=C/c1ccccc1)n1cncn1)c1ccc(Cl)cc1Cl	-19	3	0.9	0.1	9	5	-65	23	2.0
COc1ccc(/C=N/Nc2nc(Nc3ccccc3)nc(N3CCCCC3)n2)c(OC)c1	-6	0	-0.6	0.3	11	0	2	0	0.6
COc1cccc(-n2c(=O)c3cc(OC)c(OC)cc3n(CC(=O)Nc3cc(C)[nH]n3)c2=O)c1	-19	5	0.8	0.0	-13	5	2	-2	1.0
C/C(=N\S(=O)(=O)c1ccc(C)cc1)NC(=S)Nc1ccc(C)cc1	-3	0	-1.9	-0.3	-10	9	11	9	-1.4
Cc1cccc(-n2c(-c3ccco3)nc3nc4ccccc4nc32)c1	-12	0	0.5	1.2	4	-12	-8	37	-0.2
Cn1c(-c2ccc(C(C)(C)C)cc2)n[nH]c1=S	1	8	-0.2	-0.2	-6	-6	17	-11	1.1
COc1ccc(-c2nnn(CC(=O)N(CCCO)C(C(=O)NC3CCCC3)c3ccncc3)n2)cc1 (stereo not drawn)	-17	-2	0.8	0.7	-6	1	5	6	1.6
CC(C)c1nc2sc3c(=O)[nH]cnc3c2c2c1CCC2	-11	-2	0.6	0.7	-8	4	54	29	0.1
COc1ccccc1C1=NOC(COc2ccc3c(C)cc(=O)oc3c2)C1 (stereo not drawn)	12	x	-0.7	0.2	-38	-32	-13	-39	-1.2
Cc1ccc(Nc2nc(N)nc(CN3CCC(C)CC3)n2)c(C)c1	5	4	2.5	1.6	6	1	12	8	-0.1
O=C(c1cn(-c2ccccc2)nc1-c1ccc(Cl)cc1)N1CCOCC1	-18	-4	-0.2	0.9	-3	5	-1	4	2.1
CCOC(=O)N1CCC(N2CC34C=CC(O3)C(C(=O)Nc3ccc(C)cc3)C4C2=O)CC1 (stereo not drawn)	-15	-4	-0.3	0.6	-7	0	-11	29	0.9
Cc1nn(C(=O)c2ccco2)c(C)c1Sc1ccccc1	-12	5	-1.5	-1.1	12	-8	19	93*	-0.1
